Screening data as filed in PubChem.
PglD inh: C. jejuni PglD acetyltransferase inhibitors, primary screen, biochemical, DTNB colorimetric, single point. UDP-N-acetylbacillosamine N-acetyltransferase PglD (Campylobacter jejuni). purified PglD enzyme, DTNB colorimetric CoA detection. inhibition, % at 12.5 µM. 360,000 tested, 0.098% active; in the data active = inhibition above about 16%, passing the limit was not always enough; note: strong numbers were not always called active
Statin myotox sup: suppressors of statin myotoxicity in C2C12 myotubes, primary screen, cell-based, single point, plate reader; 330,000 tested, 0.78% active; rescue of ATP level, % at 7.49 µM; C2C12 myotubes + simvastatin, ATP luminescence, 48 h; scaled: DMSO 0, geranylgeraniol control 100;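 active = mean ATP rescue above about 67%, or every replicate alone reaching that limit, limit read from the data, passing the limit was not always enough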;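 note: myotubes were challenged with 10 µM simvastatin during compound exposure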
ARNT-TACC3 inh: disruptors of ARNT/TACC3 protein interaction, primary screen, biochemical, AlphaScreen, single concentration; Transforming acidic coiled-coil-containing protein 3 (Homo sapiens), Q9Y6A5; AlphaScreen His-ARNT PAS-B/GST-TACC3 binding, luminescence; TACC3 fragment carries E629A point mutation; inhibition, % at 9.99 µM; 390,000 tested, 0.66% active; AID 623870, 2012;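 active = mean inhibition of replicates at least 50% and at least half of replicates each reaching 50%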;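 note: 0% = complete ARNT plus TACC3 wells and 100% = ARNT alone without TACC3; many hits fall short of the cut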
GSIS activator: GLuc luminescence reporter in INS-1E cells, primary screen for activators of glucose-dependent secretion of insulin | AID 743287, 2014 | INS-1E GLuc reporter insulin secretion, 2-3 h | 370,000 tested, 0.61% active | activation, % at 16.6 µM;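 active = lowest replicate activation of at least 40%, so every replicate reaches that level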;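 note: 0% = median of neutral control wells and 100% = median of IBMX positive control wells; some compounds called inactive have numbers as strong as hits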
PGC1a acetyl inh: inhibitors of PGC1a acetylation signal, primary screen, cell-based, U2OS, AlphaScreen, inhibitor mode | AlphaScreen anti-acetyl-lysine; with virally co-expressed GCN5 acetyltransferase | inhibition, % at 15.6 µM | 350,000 tested, 0.17% active;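 active = every replicate shows inhibition of at least 40%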;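 note: 0% = neutral control wells and 100% = positive control wells; some results beyond the cut were filed as inactive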
Cneo AK release: Cryptococcus neoformans cell lysis inducers, primary screen, AK release luminescence, single concentration. C. neoformans lysis, adenylate kinase release luminescence, 4 h; normalised: neutral wells 0, clomiphene wells 100. lysis activity, % at 15 µM. 360,000 tested, 0.2% active. AID 651654, 2012;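 active = mean lysis activity across replicates of at least 80%, whatever share of replicates individually reach that level; inactive = mean lysis activity below 80%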
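Assay system: Cryptococcus neoformans yeast cells / Dosing: single-point compound dose / Timing: 4 h at 37 °C static, read 1 h later / Measured by: luminescence of released adenylate kinase using an AK detection reagent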
PAX8 reporter: inhibitors of PAX8-driven TPO luciferase reporter, primary screen, RMG-I cells, single concentration; SteadyGlo, 24 h; inhibition, % at 12.6 µM; 360,000 tested, 1.2% active;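 active = mean replicate inhibition at least 60% with every replicate also reaching 60%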;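 note: luciferase light reporting Pax8 driven TPO promoter activity; plate controls were median of neutral control wells for no effect and mitoxantrone controls for full effect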
LGR2 antag: inhibitors of bursicon-induced LGR2 CRE-luciferase signal, primary screen, cell-based, HEK293, CRE-luciferase reporter, bursicon stimulation | 380,000 tested, 0.35% active | AID 720647, 2013 | bursicon-stimulated, 4 h | Drosophila bursicon receptor LGR2 (rickets) | inhibition, % at 9.99 µM;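 active = drop in luminescence signal, shown as inhibition above about 50% in the replicate tests, limit read from the data, passing the limit was not always enough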;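 note: agonist challenge used bursicon conditioned medium at about half maximal strength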
The depositor's hits bear a star; · = no result given.

Compound	PglD inh	Statin myotox sup	ARNT-TACC3 inh	GSIS activator	PGC1a acetyl inh	Cneo AK release	PAX8 reporter	LGR2 antag
COc1cccc(C2(O)CCN(C(=O)Cc3cccnc3)CC2)c1	-8	25	-3	·	10	1	·	·
CCOc1cc(C(=O)N=c2sccn2C)ccc1OC(F)F	3	2	-16	36	·	0	-61	-18
COc1ccccc1C(=O)NCCCNC(=O)c1cccnc1	4	54	-1	-4	·	1	8	-13
CCOC(=O)/C=C1\SCC(=O)N1CC(=O)NCCc1ccc(F)cc1	6	0	-2	-9	-8	2	12	-28
Nc1nc(-c2ccc(Cl)cc2)nn1C(=O)c1ccco1	1	1	-7	29	-2	4	1	-2
Cc1ccc(SC(C)C(=O)NC(N)=O)c(C)c1 (stereo unspecified)	·	·	1	41*	-23	·	1	13
CN(C)C(CNC(=O)c1cc2ccccc2oc1=O)c1ccccc1 (stereo unspecified)	-10	2	3	6	-1	-3	-141	-67
Cc1ccc(S(=O)(=O)NCCCOC(=O)Nc2ccncc2)cc1	-1	2	-9	·	-13	5	·	·
CCn1c(N)c(C(=O)COC(=O)CCc2nc3ccccc3c(=O)[nH]2)c(=O)[nH]c1=O	-6	6	-2	3	10	0	-6	16
CC1(C(=O)NS(=O)(=O)c2cccs2)CCN1C(=O)C1(c2ccccc2)CCCC1 (stereo unspecified)	-4	-3	·	-4	·	6	-25	7
COc1cc(NC(=O)c2ccco2)c(OC)cc1NC(=O)Nc1ccc(Cl)cc1	-1	8	1	·	-15	1	·	·
Cc1cccc(CN(C(=S)Nc2c(C)cccc2C)c2cccnc2)c1	·	·	2	-4	7	·	8	1
CCc1ccc(NC(=O)C2CCCN2c2nn3c(=O)cc(C)nc3s2)cc1 (stereo unspecified)	6	0	3	·	-10	1	19	·
CCCc1c(O)nc(SC2CC(=O)N(c3ccc(C)c(Cl)c3)C2=O)[nH]c1=O (stereo unspecified)	7	·	·	-26	12	-1	-3	2
CC1Cc2ccccc2N1S(=O)(=O)c1cccc2nsnc12 (stereo unspecified)	5	0	17	-9	-8	-2	·	14
CC(C)N(Cc1ccccc1)C(=S)Nc1cccnc1	·	·	-9	21	2	·	-16	10
CCCN(C)C[C@H]1OCCCC[C@H](C)Oc2ccc(NC(=O)CCC(F)(F)F)cc2C(=O)N([C@H](C)CO)C[C@H]1C	5	-9	-4	15	4	0	10	-21
O=S(=O)(c1ccc(F)cc1)N1CCN(Cc2ccccc2C(F)(F)F)CC1	1	-9	-10	-23	-15	1	-5	·
COc1ccc(CN2CCC(C)CC2)cc1OCc1ccccc1	-4	-13	6	-1	·	-1	4	-24
NC(=O)[C@@H]1CCCNc2c(I)cc([N+](=O)[O-])cc2C(=O)N[C@@H](CO)C(=O)N[C@@H](Cc2ccc(O)cc2)C(=O)N1	5	1	·	-1	1	-1	-30	-1
Clc1nnc2ccc(-c3ccccc3)nn12	-2	2	18	·	-1	4	·	·
CCCCN(C)Cc1c(O)ccc2c(-c3ccccc3)cc(=O)oc12	-1	·	-2	·	·	0	18	·
O=C(COC(=O)c1cccc(-n2cnnn2)c1)c1ccccc1	-2	0	-3	-1	1	-2	-17	-1
CC(O)CN(Cc1cccc(Cl)c1)CC(C)O (stereo unspecified)	9	9	-7	33	5	0	·	-6

Of the compounds above, these contain an aryl methoxy group:
Compound	PglD inh	Statin myotox sup	ARNT-TACC3 inh	GSIS activator	PGC1a acetyl inh	Cneo AK release	PAX8 reporter	LGR2 antag
COc1cccc(C2(O)CCN(C(=O)Cc3cccnc3)CC2)c1	-8	25	-3	·	10	1	·	·
COc1ccccc1C(=O)NCCCNC(=O)c1cccnc1	4	54	-1	-4	·	1	8	-13
COc1cc(NC(=O)c2ccco2)c(OC)cc1NC(=O)Nc1ccc(Cl)cc1	-1	8	1	·	-15	1	·	·
COc1ccc(CN2CCC(C)CC2)cc1OCc1ccccc1	-4	-13	6	-1	·	-1	4	-24

Remaining list, next part:
Compound	PglD inh	Statin myotox sup	ARNT-TACC3 inh	GSIS activator	PGC1a acetyl inh	Cneo AK release	PAX8 reporter	LGR2 antag
CCOC(=O)c1c(NC(=O)c2cccs2)sc(C)c1CC	-7	-4	-18	16	-11	0	·	28
Fc1ccccc1OCCCn1ccnc1	-8	-2	-2	10	4	0	-20	-1
CCOCCCNC(=O)C(NC(=O)c1ccc(=O)[nH]c1)c1ccc(Cl)cc1 (stereo unspecified)	-2	13	-6	·	0	2	-4	-5
O=C(Nc1ccc2c(c1)OCCO2)c1ccccn1	-3	-35	0	8	·	-8	20	77*
Cc1ccc(OCC(=O)Nc2ccccc2F)cc1	-1	·	-5	9	-6	-1	-10	-50
CCNC(=O)NC(=O)C(C)OC(=O)CCCc1nc2ccccc2s1 (stereo unspecified)	-1	-2	0	-5	1	2	-9	-5
Cc1ccccc1C(=O)c1cccn1CC(=O)NCCCN1CCCCC1	·	·	-9	7	·	·	7	9
Cc1ccc(-c2cc(-c3ccco3)c(C#N)c(=O)[nH]2)cc1	·	·	5	-10	10	·	14	7
CN(C)c1ccc(S(=O)(=O)NCC(=O)N2CCN(c3ccccc3)CC2)cc1[N+](=O)[O-]	-4	-3	25	2	9	4	7	10
O=C(Cc1cccs1)Nc1cccc(-c2ccc3nncn3n2)c1	·	3	2	23	-3	·	-8	-8
Cc1cccc(-c2ccc([C@H]3[C@H](CO)N4C(=O)CN(C(=O)c5cccnc5)C[C@@H]34)cc2)c1	·	·	·	18	-10	·	-6	6
CCOC(=O)C1=C(C)NC(C)=C(C(=O)OCC)C1C(=O)OCC(=O)NCc1ccccc1	·	5	·	-22	14	·	·	-20
Cc1ccc(C2(O)CN(c3ccccc3)C3=[N+]2CCS3)cc1 (stereo unspecified)	3	·	-17	-24	-11	0	-8	-11
CS(=O)(=O)N(CC(=O)N1CCN(Cc2ccccc2)CC1)c1cccc(Cl)c1	-5	-4	-6	-7	-17	0	19	11
O=C(Cc1c[nH]c2ccccc12)N1CCN(S(=O)(=O)c2ccc(Cl)cc2)CC1	5	25	-2	-25	6	1	18	20
Cc1ccc(S(=O)(=O)Nc2ccc3cc([N+](=O)[O-])ccc3c2[N+](=O)[O-])cc1	-5	-84	2	-34	-6	-2	5	17
C[C@H]1CN([C@@H](C)CO)C(=O)c2cc(NC(=O)C3CCCCC3)ccc2O[C@@H]1CN(C)C(=O)NC1CCCCC1	-6	-17	-10	3	2	0	-19	-10
COc1ccc(-c2csc(NC(=O)CSc3nc(C)nc4sc(C(=O)O)c(C)c34)n2)cc1	1	-4	28	-4	2	2	21	-14
CC(C)NC(=O)NCC[C@@H]1CC[C@@H](NS(=O)(=O)c2ccc(Oc3ccccc3)cc2)[C@@H](CO)O1	-3	12	-1	-6	-7	8	5	11
CSc1nc(=O)n(-c2ccccc2)c(C)c1C(C)=O	1	-8	-3	·	·	2	·	·
O=C(Nc1ccc(F)cc1)N1C[C@H]2[C@@H](c3ccccc31)[C@H](CO)N2Cc1ccccc1Cl	-2	-2	7	-20	-17	-6	17	-4
OCCCNc1nc(-c2ccccc2)c2cc(Cl)ccc2n1	6	1	·	·	6	3	2	-23
Cc1c(C#N)c(O)n(CCO)c(=O)c1N=Nc1ccc(S(N)(=O)=O)cc1	1	-1	11	-1	·	3	-4	-35
CCCCn1c(-c2sccc2C)n[nH]c1=S	·	·	-7	24	5	·	7	12
O=c1c2ccccc2ncn1/N=C/c1ccccc1	2	11	-27	11	·	3	-105	-60
CCN(CC(=O)Nc1ccccc1C(F)(F)F)C(=O)CCOc1ccccc1C	1	14	-6	-19	-16	-2	19	-5
Fc1c(F)c(F)c(NC2=NCCCCC2)c(F)c1F	3	-1	-16	13	2	6	-9	22
O=C(Nc1ccc(N2CCOCC2)c(Cl)c1)c1cccc(F)c1	5	·	25	·	-21	-11	·	·
CC(C)[C@H](NC(=O)c1ccc(Cl)cc1Cl)C(=O)NNc1cccc(C(=O)O)c1	·	·	2	11	·	·	-59	-27
CC(C)(C)OC(=O)N(CCc1ccccc1)Cc1ccc(OCc2cccc(NC(=O)C3CC3)c2)cc1	3	-11	3	3	·	0	6	6
COc1ccc(OC)c(/C=C/C(=O)c2ccc3c(c2)OCCO3)c1	-1	-14	9	2	30	-17	8	-20
COc1ccc(S(=O)(=O)N(C)C[C@@H]2OCCCC[C@@H](C)Oc3ccc(NC(=O)CCC(F)(F)F)cc3C(=O)N([C@H](C)CO)C[C@@H]2C)cc1	0	·	-1	-2	11	-2	-11	-11
COc1ccc(NC(=O)Nc2ccc3c(c2)C(=O)N([C@@H](C)CO)C[C@H](C)[C@H](CN(C)Cc2ccc(-c4ccccc4)cc2)O3)cc1	-4	-39	1	-4	1	-4	·	15
O=C(NCc1ccccc1)C(c1ccco1)N(C(=O)c1ccccn1)c1ccc(F)cc1 (stereo unspecified)	·	22	-3	5	-28	·	9	22
COc1ccc(-c2cccc(N3CCN(c4ccccn4)CC3)n2)cc1OC	-3	-3	·	-3	·	1	10	1
Cc1ccccc1C(=O)NNC1=NCCC1	-4	-1	4	24	4	-6	·	·
COC(=O)c1ccccc1NC(=O)COC(=O)C1CCCCC1	-1	8	-9	·	-1	-1	-2	-10
Cc1ccc(-n2ncc(C(=O)Nc3ccc(Cl)cc3)c2C2CCNCC2)cc1C	-3	-41	-2	-17	-6	-1	6	44
COc1cccc(NS(=O)(=O)c2ccc3c(c2)NC(=O)CC(=O)N3)c1	-3	-5	-3	-12	-1	0	-23	11
Cc1ccc(CNC(=O)CCS(=O)(=O)c2cc3c(cc2Cl)NC(=O)CO3)o1	5	-3	-8	5	·	7	-20	0
COc1ccccc1-c1ccc2c(c1)[C@@H]1[C@@H](CCN1C(=O)C1CCOCC1)[C@H](CO)N2	-1	7	1	13	-4	-6	5	-9
CCOc1ncccc1C(=O)OCC(=O)Nc1ccc(C(C)C)cc1	·	·	-18	-7	·	·	-26	-3
COc1ccc(S(=O)(=O)N(C)C)cc1NC(=O)COC(=O)Cn1cnc2ccccc2c1=O	-6	-2	1	·	-3	0	-4	-24
CCOC(=O)Cn1nc(C)c(NC(=O)COc2ccc([N+](=O)[O-])c(C)c2)c1C	·	·	-4	10	-8	·	-12	1
COC(=O)c1ccc(N2OC3(C)C=CC2CC3)cc1 (stereo unspecified)	-3	-8	-6	-3	·	-9	-56	-55
CCc1ccc(C(=O)O)cc1	2	10	-2	·	·	-2	0	3
Cc1ccc2cc(CCNC(=O)c3cc4ccccc4o3)c(=O)[nH]c2c1C	1	-1	1	11	7	-6	4	-2
CCCC#Cc1ccc([C@H]2[C@H](CO)N3CCCCN(S(=O)(=O)CC)C[C@@H]23)cc1	-5	·	3	-8	5	0	-26	3
Cc1ccc(-n2c(SCC(=O)NCC3CCCO3)nc3ccccc3c2=O)cc1 (stereo unspecified)	-2	18	-4	29	8	1	10	-6

Not a hit list; about 2.9% have a hit in one of these screens.
